HTT cytoprotect: protects HTT-Q103 PC12 cells, measured by ATP; PC12 HTT-Q103 induced, cytoprotection, ATP luminescence, 40 h; Potency, µM (top dose mostly 56.4 µM), without a hit: cytoprotection (ATP increase), hits mostly activators; 230,000 tested, 0.14% active;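 further: % of control where 0% means no effect; nearly all actives have a fitted effect of over 45% in size; toxic huntingtin expression switched on by the ecdysone agonist tebufenozide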
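Readout: ATPlite luminescence (ATP level). Model: stable PC12, inducible Htt exon1 Q103-GFP. Inducer: tebufenozide, 100 nM final. Compounds: dose series. No G418 in medium.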
Tau fibril ThT: inhibitors of human tau fibril formation, thioflavin T binding | Potency, µM (top dose mostly 57.4 µM), without a hit: top-dose activity, negative = inhibition, most hits filed as inhibitors | 270,000 tested, 2.1% active | P10636 | AID 1460 | recombinant tau K18 P301L, heparin-induced fibrillization, ThT fluorescence; further: on the % scale 0 is the no-effect control and ±100 the full control effect; nearly all actives have a fitted effect of over 55% in size
Target sequence (P10636 561-689 P618L limits assumed): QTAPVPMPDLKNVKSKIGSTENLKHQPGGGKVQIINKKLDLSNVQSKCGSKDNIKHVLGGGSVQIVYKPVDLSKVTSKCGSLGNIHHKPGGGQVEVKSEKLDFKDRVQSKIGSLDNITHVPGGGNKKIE
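Aggregation was driven by heparin (20 uM final) acting on recombinant tau […] bearing P301L in 100 mM sodium acetate pH 7; fibrils were detected with Thioflavin T.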
L3MBTL1 block: blocks human L3MBTL1. Potency, µM (series often up to 57.1 µM), for inactives: top-dose activity, negative = inhibition, actives largely listed as inhibitors. AlphaScreen L3MBTL1–H3K9me1 peptide binding. 230,000 tested, 0.66% active; further: on the % scale 0 is the no-effect control and ±100 the full control effect; nearly all actives have a fitted effect of over 60% in size
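First, the protein-peptide complex forms for 30 min at room temperature (L3MBTL1 50 nM, biotinylated H3K9me1 peptide 75 nM). Next, compounds are pin-transferred and incubated 30 min. Finally, AlphaScreen beads are added and read after 30 min.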
RECQ1 helicase: RECQ1 (human) helicase inhibition. P46063. RECQ1 DNA unwinding, red fluorescence kinetic read. Potency, µM (doses to about 57.3 µM), inactives show top-dose activity, negative = inhibition, usual class: inhibitors. 240,000 tested, 0.54% active. AID 2549;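 further: plate controls were vehicle for no effect and no enzyme for full effect; nearly all actives have a fitted effect of over 30% in size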
Target sequence (P46063 whole entry, looked up): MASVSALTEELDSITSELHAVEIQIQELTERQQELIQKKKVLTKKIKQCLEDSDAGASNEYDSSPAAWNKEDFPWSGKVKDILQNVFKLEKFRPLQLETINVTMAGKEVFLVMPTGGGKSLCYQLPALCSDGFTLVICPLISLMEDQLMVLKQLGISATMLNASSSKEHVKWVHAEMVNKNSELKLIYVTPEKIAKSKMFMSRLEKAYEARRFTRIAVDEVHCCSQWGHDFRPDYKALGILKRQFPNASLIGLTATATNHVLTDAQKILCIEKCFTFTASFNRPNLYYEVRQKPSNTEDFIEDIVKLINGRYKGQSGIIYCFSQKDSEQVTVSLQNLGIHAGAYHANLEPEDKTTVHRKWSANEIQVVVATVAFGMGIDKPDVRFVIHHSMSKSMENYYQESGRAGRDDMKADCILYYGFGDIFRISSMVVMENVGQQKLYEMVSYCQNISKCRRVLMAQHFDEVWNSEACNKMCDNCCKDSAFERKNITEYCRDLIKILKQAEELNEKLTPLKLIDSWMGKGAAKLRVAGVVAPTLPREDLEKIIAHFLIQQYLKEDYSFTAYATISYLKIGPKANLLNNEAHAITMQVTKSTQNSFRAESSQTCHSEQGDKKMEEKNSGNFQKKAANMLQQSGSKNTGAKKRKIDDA
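RECQ1T1 50 nM; forked duplex (20 bp + 30-nt ss tails) 200 nM, ATP 2 mM final; pH 8.0, 2 mM MgCl2, 2.5 ug/ml poly(dI-dC); 15 min compound preincubation; discontinuous kinetic read over 2 h at RT.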
TRb-SRC2 inh: inhibitors of human thyroid hormone receptor beta-SRC2 interaction; TRbeta-SRC2 peptide binding, fluorescence polarization; receptor liganded with 1 µM T3; Potency, µM (highest dose often 106 µM), for the others: at the highest dose activity change, negative = inhibition, usual class: inhibitors; 280,000 tested, 0.065% active;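 further: plate controls were bound peptide for no effect and peptide without receptor for full effect; nearly all actives have a fitted effect of over 50% in size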
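Fluorescence polarization of 20 nM Texas Red SRC2 peptide with 0.6 uM human TRb ligand-binding domain, in Tris buffer with 1uM T3 and 5% DMSO. Incubated 5 hr ambient; normalized to unbound and bound controls.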
TexasRed fluor: Texas Red fluorescence interference in TRb-SRC2 counter-screen | AID 1479 | TRb/SRC2 Texas Red total fluorescence interference | Potency, µM (top dose mostly 106 µM), for inactives: at the top dose fluorescence change, negative = quenching | 280,000 tested, 0.29% active; active means well fitted curve in either direction with a large enough effect; inconclusive means small, poorly fitted or top-dose-only effect; further: on the % scale 0 is the no-effect control and ±100 the full control effect
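Human TRb ligand-binding domain at 0.6 uM with 20 nM Texas Red SRC2 peptide in Tris buffer containing 1 uM T3 and 5% DMSO, incubated with compound 5 h at ambient temperature. Total fluorescence (555/632 nm) calculated as parallel + 2 × perpendicular.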
Tau fluor cs: counter-screen for tau fibril formation inhibitors | AID 1463 | Potency, µM (doses to about 57.7 µM), for the others: at the highest dose activity change, negative = decrease | 280,000 tested, 0.93% active | tau K18 P301L Alexa594 fluorescence, heparin fibrillization; further: on the % scale 0 is the no-effect control and ±100 the full control effect; nearly all actives have a fitted effect of over 55% in size
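Human tau K18 P301L (15 uM unlabeled, 0.24 uM Alexa 594-labeled) in 100 mM sodium acetate pH 7 with 20 uM heparin, 6 hr at 37 C. ThT 30 uM added, 1 hr ambient; Alexa 594 FP and total fluorescence read at 555/632 nm.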
Tau fibril FP: inhibitors of human tau fibril formation | 280,000 tested, 0.39% active | AID 1468 | K18 P301L tau heparin fibrillization, Alexa594 FP, 6 h | Potency, µM (series often up to 57.7 µM), for inactives: top-dose activity, negative = inhibition, hits mostly inhibitors; further: on the % scale 0 is the no-effect control and ±100 the full control effect; nearly all actives have a fitted effect of over 55% in size
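Read-out: fluorescence polarization of Alexa 594-labeled tau (0.24 uM), 555 nm excitation, 632 nm emission. Mixtures held 15 uM unlabeled K18 P301L, compound and 20 uM heparin, pH 7 acetate buffer, incubated 6 hr at 37 C.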
Active calls of the source: *; i = inactive; ? = inconclusive; . = not tested or not shown; [ ] = another dose, or the depositor's remark. Unless noted, the call rests on the fitted dose curve; in most records, active means well fitted curve in the direction sought with a large enough effect; inconclusive means small, poorly fitted or top-dose-only effect, or another doubt; inactive means no such curve, though single readings can be large; an effect the other way counts as inactive or inconclusive. Potency means the concentration at half of the fitted maximal effect. This is a subset (hit frequency here may not be typical).

compound,TRb-SRC2 inh,TexasRed fluor,RECQ1 helicase,Tau fibril FP,HTT cytoprotect,L3MBTL1 block,Tau fibril ThT,Tau fluor cs
CCSc1nnc(NC(=O)[C@H](C)N2C(=O)C3CC=CCC3C2=O)s1 (some centres not stated),-2%,-3%,i,3%,-8%,.,0%,-3%
O=C(CCS(=O)(=O)c1ccccc1)N(Cc1cccnc1)c1nc2c(F)cccc2s1,-7%,1%,.,10%,.,.,-6%,1%
CN(C)/C=C/C1=C([N+](=O)[O-])C(c2cccc([N+](=O)[O-])c2)NC(=O)N1 (configuration not stated),11%,-2%,i,8%,11%[10 µM],.,?,-7%
C=CCc1ccc(OCC(O)CN2CCC(Cc3ccccc3)CC2)c(OC)c1 (configuration not stated),-5%,-2%,10%,4%,-25%,.,?,-7%
NC(=O)NOCc1c(F)cccc1Cl,1%,1%,20%,-6%,11%[10 µM],10%,0%,2%
COCc1ccc(C(=O)N2CCCC(CCC(=O)NCc3ccccc3F)C2)o1 (configuration not stated),-4%,0%,-9%,-6%,-10%[10 µM],-5%,-3%,-6%
CN1CCN(NC(=O)c2cccc(F)c2)CC1,-13%,-1%,-2%,8%,-3%,4%,-6%,5%
O=C1C2C3C=CC(CC3)C2C(=O)N1/N=C/c1c[nH]c2ccccc12 (configuration not stated),-1%,0%,-13%,6%,-67%[inhibitor],.,-5%,-22%
COc1ccc(C(CNC(=O)c2ccc(OCC3CCCO3)cc2)N2CCOCC2)cc1 (configuration not stated),10%,2%,0%,1%,-10%[10 µM],-7%,-7%,-4%
Cc1ccn2c(c1)nc(=O)c1cc(S(=O)(=O)N3CCCCC3)ccc12,4%,-1%,.,-2%,.,.,-3%,-4%
O=C(C1CCCN(S(=O)(=O)c2ccc(F)cc2)C1)N1CCCC1 (configuration not stated),3%,0%,-12%,5%,-38%[inhibitor],10%,-9%,-5%
Cc1ccc(P(=O)(CC(=O)O)c2ccc(C)cc2)cc1,0%,-5%,-1%,0%,19%,.,-2%,-4%
CC(C)C(=O)NCc1cc(-c2ccc(Cl)cc2)no1,-3%,-7%,0%,-4%,-40%[inhibitor],-1%[11.4 µM],-1%,-6%
O=C(O)CCC(=O)N1CCN(c2cccc(Cl)c2)CC1,-2%,-4%,3%,2%,6%,7%,-3%,1%
COc1ccccc1Cn1c(CNS(=O)(=O)c2ccc(C(C)C)cc2)nc2cccnc21,3%,-1%,.,-4%,.,.,-5%,-14%
CCOC(=O)c1c(CC(C)C)csc1NC(=O)CCl,-11%,-2%,-4%,5%,?,.,?,-17%
Cc1ccc2[nH]c(=O)c(CN(Cc3cccnc3)Cc3nnnn3CCN3CCOCC3)cc2c1,-9%,-1%,-6%,-1%,11%[10 µM],2%,-2%,4%
COC(=O)CSc1nnc(-c2cccnc2)n1-c1cccc(OC)c1,2%,0%,7%,1%,22%,6%,-4%,-7%
O=C(OCC(=O)N1CCN(c2ccccc2)CC1)c1ccccn1,5%,-1%,-6%,2%,15%,2%,-28%,-6%
COc1ccc(Cl)cc1NC(=O)c1ccoc1C,-12%,-1%,i,7%,9%[10 µM],.,3%,-5%
Cc1ccc(N2CC(NC(=O)c3ccco3)CC2=O)cc1 (configuration not stated),-2%,1%,.,-3%,.,.,-10%,-4%
CCCN1CCC(=O)N([C@H](CSc2ccc(C)cc2)Cc2ccccc2)CC1,4%,4%,-14%,1%,5%[10 µM],.,2%,8%
Cc1ccc(CN2CCN(Cc3c[nH]c4ccccc34)CC2CCO)o1 (configuration not stated),-2%,-1%,i,0%,-2%[10 µM],-9%,?,-21%
C=Cn1cc[n+](CC(=O)C(C)(C)C)c1,3%,-4%,-5%,1%,11%[10 µM],7%,-2%,2%
Cc1ccccc1OCCn1c(CCNC(=O)C2CCCCC2)nc2ccccc21,-6%,-1%,.,9%,.,.,-9%,10%
COc1ccccc1CNS(=O)(=O)c1ccc2c(c1)oc(=O)n2C,6%,2%,-3%,-3%,9%,.,-17%,-11%
COc1cccc(CNC(=O)C23CN(Cc4ccccc4)CC2C(c2ccc([N+](=O)[O-])cc2)=NO3)c1 (configuration not stated),7%,3%,i,10%,-2%,-13%,-8%,-10%
Cc1ccc(NC(=O)CN2C(=O)C3(SCC(=O)N3c3ccc(F)c(F)c3)c3ccccc32)c(C)c1 (configuration not stated),3%,-4%,.,-4%,.,.,-5%,-18%
O=C(CSc1nc2ccsc2c(=O)n1Cc1ccccc1F)NCc1ccccc1,5%,4%,.,-12%,.,.,7%,-10%
O=[N+]([O-])c1cc(/C=N/O)ccc1N1CCCC1,-1%,-7%,i,-3%,-21%,.,?,-9%
CC(=O)NC(Cc1ccc(F)cc1)C(=O)O (configuration not stated),-1%,-2%,-6%,4%,-22%,2%,-1%,5%
O=C(NCC(=O)N(c1cnc2ccccc2c1)C(C(=O)NC1CCCC1)c1ccncc1)c1ccco1 (configuration not stated),-4%,0%,-9%,0%,-11%[10 µM],4%,-3%,3%
CCNC(=S)N1CCN(CC)CC1,8%,2%,i,1%,-26%,15%,-1%,2%
O=C(Cc1ccccc1)CC1(O)C(=O)Nc2ccccc21 (configuration not stated),-6%,0%,6%,-4%,-10%[0.074 µM],1%,-2%,0%
Cc1cc(C)n2nc(C(=O)NNC(=O)c3ccccc3)nc2n1,-9%,0%,1%,-2%,-38%,23%,1%,4%
CCN1CCN(CC(=O)Nc2ccc3c(c2)OCCO3)C(=O)C1=O,4%,1%,-7%,1%,12%,.,-8%,-2%

Full records from above. Order of values: TRb-SRC2 inh, TexasRed fluor, RECQ1 helicase, Tau fibril FP, HTT cytoprotect, L3MBTL1 block, Tau fibril ThT, Tau fluor cs
CCNC(=S)N1CCN(CC)CC1 is listed as 8%, 2%, i, 1%, -26%, 15%, -1%, 2%
Cc1ccccc1OCCn1c(CCNC(=O)C2CCCCC2)nc2ccccc21 is listed as -6%, -1%, ., 9%, ., ., -9%, 10%
Cc1cc(C)n2nc(C(=O)NNC(=O)c3ccccc3)nc2n1 is listed as -9%, 0%, 1%, -2%, -38%, 23%, 1%, 4%

Next section
compound,TRb-SRC2 inh,TexasRed fluor,RECQ1 helicase,Tau fibril FP,HTT cytoprotect,L3MBTL1 block,Tau fibril ThT,Tau fluor cs
O=C(NC(=S)N1CCOCC1)c1cc2ccccc2o1,3%[53 µM],1%[53 µM],i,-2%,-9%[10 µM],10%,1%,4%
CCC12CN3CC(C)(CN(C1)C3c1c[nH]c3ccccc13)C2=O (configuration not stated),12%,-1%,.,3%,.,.,7%,-4%
CC(C)=Nc1ccccc1C1COC(=O)C1=N (configuration not stated),0%,0%,-3%,5%,.,3%,5%,5%
COc1ccc2cc3c(N)nn(C(=O)c4ccc(F)cc4)c3nc2c1,-7%,1%,-1%,-4%,-10%[10 µM],.,.,-13%
COc1ccc(F)c(C2C(C#N)=C(N)Oc3n[nH]c(C(C)(C)C)c32)c1 (configuration not stated),-4%,-2%,i,0%,3%[10 µM],.,-10%,-24%
COc1cccc(O)c1O,-5%,-2%,-30%,25µM*,.,.,14µM*,11µM*[quencher]
O=C(CSc1nnc(Cn2cnc3ccccc32)o1)Nc1cccc2ccccc12,-3%,-1%,-3%,-8%,7%,3%,-11%,-11%
O=C(CN(C1CCCCC1)S(=O)(=O)c1ccccc1)N1CCCC1,3%,-6%,0%,5%,8%,-5%[11.4 µM],1%,9%
CN(C)S(=O)(=O)c1ccc(Cl)c(NC(=O)COC(=O)[C@@H]2CCCN2C(=O)c2cccs2)c1,-1%,0%,-14%,9%,-16%,-3%,-15%,-16%
CCCOC(=O)/C(C)=N\NC(=O)c1ccco1,2%,1%,-4%,-3%,15%,.,0%,1%
CCCc1c(C)c2ccc(OCC(C)=O)cc2oc1=O,-15%,3%,-6%,-3%,-88%[inhibitor][0.074 µM],-6%,-9%,-1%
COC(=O)c1ccccc1NC(=O)CN(Cc1ccccc1)S(C)(=O)=O,-5%,-6%,i,2%,-11%,.,7%,3%
Cc1ccc(S(=O)(=O)Nc2ccccc2C=Nc2cccc(C)c2C)cc1,4%,1%,-2%,3%,-17%[10 µM],-11%,?,-6%
COC(CNC(=O)c1cc(C(=O)c2c(-c3c(Cl)cccc3Cl)noc2C)c[nH]1)OC,4%,-3%,-1%,1%,6%,-6%,3%,-1%
Cc1cc(=O)[nH]c(Nc2ccc(C(=O)OC(C)C)cc2)n1,-2%,2%,-2%,-11%,-7%,-8%,-6%,-13%
O=C(/C=C/c1cn(-c2ccccc2)nc1-c1cccnc1)NCCN1CCOCC1,5%,-3%,-2%,-1%,7%[10 µM],-4%,1%,-1%
COc1ccc(-c2nc(SCC(=O)Nc3nccs3)c(-c3ccc(Cl)cc3)[nH]2)cc1,5%,-2%,-1%,5%,.,-14%,3%,0%
Cc1cc(C)n2nc(SCc3nnc(-c4ccc(F)cc4)o3)nc2n1,2%,0%,-1%,-1%,17%[10 µM],-2%,-5%,-5%
O=C(Cn1c(-c2cccs2)cc2ccccc21)N1CCN(c2ccc(Cl)cc2)CC1,5%,4%,.,-3%,.,.,1%,-13%
CCn1c(=N)n(CC(=O)c2ccc(OC)c(OC)c2)c2ccccc21,6%,-1%,-1%,9%,10%,.,?,-11%
O=C(/C=C/c1cccs1)N1CCC2(CC1)Oc1ccc(Cl)cc1C(=O)C21CC(c2ccccc2)=NO1 (configuration not stated),-7%,0%,-6%,3%,-18%[10 µM],.,-4%,-2%

Screening results (PubChem)
